# mIAP act: activators of mouse IAP, primary screen, biochemical, luminescence, uHTS. intestinal alkaline phosphatase [Mus musculus]. muIAP, CDP-Star luminescence, 30 min; hits give high values; 1 = vehicle-only enzyme signal, 0 = enzyme-free wells. activation factor at 10 µM. hit rate 0.24% among 330,000. AID 2805, 2010;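 active means activation factor of at least 2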; further: the source names both 10 and 20 µM as test concentration; values of inactives mirror those of a sister screen read the other way
#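 Assay system: mouse IAP enzyme; reagent: chemiluminescent substrate CDP-Star; dosing: test compounds delivered from DMSO solution; schedule: 30 min at room temperature; measured by: luminescence from enzymatic CDP-Star hydrolysis; controls: DMSO-only wells and no-enzyme negative control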
# MIN6 prolif: inducers of MIN6 beta-cell proliferation, primary screen, ATP luminescence, uHTS; MIN6 cells proliferation, ATPlite luminescence, 48 h; cells starved in 0.2% serum; 100% = growth in 10% serum; proliferation, % at 10 µM; hit rate 0.29% among 330,000;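 active means compounds whose signal lies at least 3.5 SD above the mean of all wells on their plate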;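 further: 0% = DMSO-treated cells in low-serum medium and 100% = 10% serum control; some compounds called inactive have numbers as strong as hits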
# A3G deaminase: APOBEC3G DNA deaminase inhibitors, primary screen, biochemical, fluorescence, single-stranded DNA substrate, uHTS; DNA dC->dU-editing enzyme APOBEC-3G (Homo sapiens), Q9HC16; recombinant A3G, ssDNA deamination FAM/TAMRA fluorescence; inhibition, % at 20 µM; hit rate 0.28% among 330,000;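 active means inhibition of at least 40% at 20 µM, with no more than 30% in the related APOBEC3A deaminase screen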;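 further: plate controls were DMSO wells with A3G for no effect and wells lacking A3G enzyme for full effect; some compounds called inactive have numbers as strong as hits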
# MPTP inh: mitochondrial permeability transition pore inhibitors, primary screen, biochemical, isolated mouse mitochondria, absorbance; Ca2+ swelling absorbance, 30 min; inhibition, % at 10 µM; hit rate 1.4% among 360,000;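 active means inhibition of 50% or more, scaled per plate between neutral and stimulator controls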;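 further: 0% = DMSO wells given calcium and 100% = 1 mM EGTA wells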
# hIAP block: human IAP inhibitors, primary screen, biochemical, luminescence, uHTS; inhibition, % at 10 µM; purified IAP, CDP-Star luminescence, 30 min; hit rate 0.12% among 330,000;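 active means inhibition reaching a set limit with compound at 10 µM in the primary screen, cut at about 35% in these data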;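 further: plate controls were DMSO wells with enzyme for no effect and no-enzyme buffer wells for full effect; values of inactives mirror those of a sister screen read the other way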
# Target sequence (P09923 whole entry, looked up): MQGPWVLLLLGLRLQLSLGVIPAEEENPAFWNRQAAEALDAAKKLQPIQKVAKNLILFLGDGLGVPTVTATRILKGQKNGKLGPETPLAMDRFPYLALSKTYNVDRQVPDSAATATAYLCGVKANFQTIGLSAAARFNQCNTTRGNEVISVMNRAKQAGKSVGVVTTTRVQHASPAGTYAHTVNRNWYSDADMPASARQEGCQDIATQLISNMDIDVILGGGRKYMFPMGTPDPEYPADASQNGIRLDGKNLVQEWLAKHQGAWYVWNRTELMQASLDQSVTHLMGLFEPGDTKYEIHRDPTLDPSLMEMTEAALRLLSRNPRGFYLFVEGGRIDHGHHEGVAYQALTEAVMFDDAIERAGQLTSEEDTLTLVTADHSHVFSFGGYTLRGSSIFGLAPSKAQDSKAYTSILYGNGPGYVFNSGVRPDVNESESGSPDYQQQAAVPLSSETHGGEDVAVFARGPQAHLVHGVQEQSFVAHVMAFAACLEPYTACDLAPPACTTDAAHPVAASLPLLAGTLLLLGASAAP
# NR3A LBD binder: binders of NR3A ligand-binding domain, primary screen, biophysical, differential scanning fluorimetry, uHTS; hit rate 2.5% among 340,000; Glutamate receptor ionotropic, NMDA 3A (GRIN3A) ligand-binding domain; Tm shift relative to glycine control, % at 25 µM; NR3A LBD differential scanning fluorimetry, Tm shift; 0% = protein alone, 100% = glycine-bound protein;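 active means melting temperature shift of at least 10% of the positive control shift, at one fixed dose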
# mIAP inh: inhibitors of mouse IAP, primary screen, biochemical, luminescence, uHTS | inhibition, % at 10 µM | intestinal alkaline phosphatase [Mus musculus] | hit rate 0.2% among 330,000 | purified mouse IAP, CDP-Star luminescence, 30 min;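 active means inhibition of at least 40% at 10 µM in the primary screen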;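 further: plate controls were DMSO with enzyme for no effect and no enzyme wells for full effect; values of inactives mirror those of a sister screen read the other way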
# APOBEC3A inh: APOBEC3A ssDNA deaminase inhibitors, primary screen, selectivity assay for APOBEC3G inhibitor project, biochemical, FAM/TAMRA oligo cleavage fluorescence; DNA dC->dU-editing enzyme APOBEC-3A (Homo sapiens), P31941; recombinant A3A, FAM/TAMRA ssDNA deamination fluorescence; inhibition, % at 20 µM; hit rate 0.41% among 330,000; AID 493011, 2011;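 active means at least 40% inhibition at 20 µM here, with at most 30% in a related deaminase screen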;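 further: plate controls were A3A with DMSO for no effect and wells lacking A3A enzyme for full effect; some results filed as inactive read as strong as hits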
# Target sequence (P31941 whole entry, looked up): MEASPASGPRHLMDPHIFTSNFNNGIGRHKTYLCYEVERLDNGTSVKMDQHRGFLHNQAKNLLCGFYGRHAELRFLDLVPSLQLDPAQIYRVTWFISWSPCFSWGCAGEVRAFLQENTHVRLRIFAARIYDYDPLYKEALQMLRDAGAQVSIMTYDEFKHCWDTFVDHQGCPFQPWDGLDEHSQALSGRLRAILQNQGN
# hIAP activ: human IAP activators, primary screen, biochemical, luminescence, uHTS; Intestinal-type alkaline phosphatase (Homo sapiens), P09923; purified human IAP, CDP-Star luminescence, 30 min; hits give high values; 1 = vehicle-only enzyme, 0 = enzyme-free background; activation factor at 10 µM; hit rate 0.16% among 330,000;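 active means activation factor of the enzyme at least 2-fold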; further: the source names both 10 and 20 µM as test concentration; values of inactives mirror those of a sister screen read the other way
# * = called active by the depositor.
# The opening 3 entries as a preview:
no.	canonical_smiles	mIAP act	MIN6 prolif	A3G deaminase	MPTP inh	hIAP block	NR3A LBD binder	mIAP inh	APOBEC3A inh	hIAP activ
1	COc1ccccc1C(=O)COC(=O)c1ccc(N(C)C)cc1	0.99	-2	-7	1.1	17	1	1	0	0.83
2	CC(C)(C)N1NC(=O)Nc2ccccc2C1=O	0.96	0	-5	0.1	13	4	4	-3	0.87
3	Cc1noc(C)c1CSc1ncnc2sc3c(c12)CCCCC3	0.86	0	-5	1.5	-1	0	14	0	1

# The listing (from the top)
no.	canonical_smiles	mIAP act	MIN6 prolif	A3G deaminase	MPTP inh	hIAP block	NR3A LBD binder	mIAP inh	APOBEC3A inh	hIAP activ
1	COc1ccccc1C(=O)COC(=O)c1ccc(N(C)C)cc1	0.99	-2	-7	1.1	17	1	1	0	0.83
2	CC(C)(C)N1NC(=O)Nc2ccccc2C1=O	0.96	0	-5	0.1	13	4	4	-3	0.87
3	Cc1noc(C)c1CSc1ncnc2sc3c(c12)CCCCC3	0.86	0	-5	1.5	-1	0	14	0	1
4	CCCCn1c(N)c(N(CC)C(=O)CSc2nnc(-c3ccco3)n2CC)c(=O)[nH]c1=O	1	-1	1	0.0	6	2	-3	1	0.94
5	CCn1c(=S)[nH]c2nc3c(cc2c1=O)CCCC3	0.93	-2	-3	1.7	6	-2	7	-3	0.94
6	CCOc1ccc(N(CC)S(=O)(=O)c2cccc3nsnc23)cc1	1	-2	-2	-1.3	1	1	-5	-5	0.99
7	Cc1ccc(-n2nc(C)c(/C=N/NC(=O)c3cccnc3)c2Cl)cc1	0.99	2	-2	1.5	4	0	1	-1	0.96
8	O=C(Nc1nccs1)c1cc(S(=O)(=O)N2CCCCC2)ccc1Cl	1.1	-1	-7	-0.6	-14	0	-6	-2	1.1
9	O=C(c1cc(COc2c(F)cccc2F)on1)N1CCC(c2ccccc2F)C1 (stereo not given)	0.94	-4	2	1.8	12	0	6	3	0.88
10	O=C(COC(=O)C1(c2ccc(Cl)cc2)CCCC1)Nc1ncc(C(F)(F)F)cc1Cl	0.9	-4	-8	23	2	-5	10	-2	0.98
11	Cc1ccc(NC(=O)CSCc2cc(=O)n3ccsc3n2)cc1	0.99	-5	-5	0.3	2	0	1	-4	0.98
12	Cc1nc(Cl)sc1C(=O)O	0.94	-1	-8	1.5	3	-2	6	-1	0.97
13	CCC(C)NC(=O)c1cc(-c2ccccc2O)on1 (stereo not given)	1	0	-5	53*	31	7	-4	-2	0.69
14	CC1(C)CC(=O)c2c(Cc3ccccc3)noc2C1	0.99	-3	-1	-0.2	-2	1	1	6	1
15	CCn1c(SCc2cccc(C(F)(F)F)c2)nnc1-c1ccco1	0.99	1	-8	6.6	14	-1	1	-6	0.86
16	CCN(CC)Cc1c(O)ccc2c(=O)c(-c3ccccc3)coc12	0.98	-3	-3	-1.0	-3	1	2	-3	1
17	CCS(=O)(=O)N1CCC(C(=O)NCc2cccnc2)CC1	0.99	0	-5	1.1	-16	0	1	-4	1.2
18	CN(c1cccc(NS(=O)(=O)c2cccc([N+](=O)[O-])c2)c1)S(C)(=O)=O	1.1	-1	4	0.1	14	5	-11	4	0.86
19	O=C(CNCc1ccccc1Cl)Nc1cc(S(=O)(=O)N2CCOCC2)ccc1Cl	1	1	-2	0.5	13	1	-1	0	0.87
20	COc1cc(/C=N/Nc2ccccc2[N+](=O)[O-])ccc1OC(=O)c1ccccc1F	0.96	-3	0	6.5	12	1	4	2	0.88
21	CC(=O)c1cccc(S(=O)(=O)N(Cc2cc3cc4c(cc3[nH]c2=O)OCCO4)CC2CCCO2)c1 (stereo not given)	1.1	1	-7	0.3	-1	-2	-7	0	1
22	O=c1sc2ccccc2c(N2CCOCC2)c1[N+](=O)[O-]	0.99	-1	-5	2.8	4	1	1	1	0.96
23	Cc1cc(NC(=O)Nc2cccc([N+](=O)[O-])c2)no1	1	0	-9	16	-3	0	-4	0	1
24	Cc1cc(Oc2ccccc2)nc(SCC(N)=O)n1	1.1	-1	-3	-2.8	1	6	-8	-3	0.99
25	COc1cccc(OCCNC(=O)c2cc([N+](=O)[O-])cc([N+](=O)[O-])c2)c1	0.95	-3	-7	-0.5	-5	-3	5	-1	1.1
26	CC(C)(C)OC(=O)[C@H](Cc1ccccc1)NC(=O)c1nc[nH]c1C(=O)NC1CCN(C(=O)OC(C)(C)C)CC1	0.99	-8	2	-0.8	-22	-15	1	3	1.2
27	CCOC(=O)N1CC=C2C(C#N)=C(N)C(C#N)(C#N)[C@H](c3ccc(OCC)c(OCC)c3)[C@H]2C1	0.96	-1	-1	-0.2	1	0	4	-2	0.99
28	Cc1cccc(NC(=O)c2ccc(Cl)nc2)n1	1	-2	-4	0.3	-19	3	-2	0	1.2
29	CC(C)c1ccc(NC2CCCN(C(=O)c3cccc(N4CCNC4=O)c3)C2)cc1 (stereo not given)	0.89	2	-6	-0.2	-20	0	11	-3	1.2
30	Cc1cc(NC(=O)CCC(=O)N(c2cccc(F)c2)C(C(=O)NC2CCCC2)c2ccc(C)o2)no1 (stereo not given)	0.94	0	-11	0.5	8	-3	6	-3	0.92
31	COC(=O)C1=CN(C(C)C)C=C(C(=O)OC)C1c1cccc(OC)c1	1.1	-4	-5	-1.9	-18	1	-12	-6	1.2
32	Cc1nccn1CCCNC(=O)CC1C(=O)NCCN1Cc1ccc(F)cc1Cl (stereo not given)	1	7	-7	-0.7	-13	1	-4	-2	1.1
33	N#Cc1cc([N+](=O)[O-])cnc1NCC(O)CO (stereo not given)	0.95	-3	-5	0.3	-12	-2	4	-1	1.1
34	CC(C)NC(=O)NC(=O)CSc1nnc(C(F)(F)F)n1C	0.93	-1	-7	-1.7	-6	-2	7	-1	1.1
35	N#CCCCN1C(=O)C(O)(CC(=O)c2ccc3c(c2)OCCO3)c2ccccc21 (stereo not given)	1	-2	-7	-2.1	-11	0	0	0	1.1
36	Cc1[nH]c(=O)c(C(=O)/C=C/c2ccccc2F)c2c1CCCC2	0.95	-5	-5	0.1	11	-2	5	-4	0.89
37	CC(=O)NS(=O)(=O)c1ccc(NC(=O)c2ccc(NC(=O)c3cccs3)cc2)cc1	1.1	0	-4	-1.3	4	4	-9	1	0.96
38	Cc1cccc(C(=O)NC2CCN(CC(=O)Nc3ccc4c(c3)OCO4)CC2)c1	1	-1	-7	-3.3	-2	-2	0	-3	1
39	CC1=C(C(=O)OCC2CCCO2)C(c2ccccc2Cl)NC(=O)N1 (stereo not given)	1	0	-3	-15	-11	0	-1	-1	1.1
40	C[C@@H]1CN([C@H](C)CO)C(=O)c2cccc(NS(=O)(=O)c3cccs3)c2O[C@H]1CN(C)Cc1ccccc1	1.1	3	-1	0.7	-2	2	-13	1	1
41	CCOC(=O)c1c(C)[nH]c(C)c1C(=O)COC(=O)c1ccc(Cl)c(S(N)(=O)=O)c1	0.93	-1	-5	0.5	2	0	7	0	0.98
42	COc1ccc(N(CC(=O)NCc2ccccc2)C(=O)CCC(=O)Nc2cc(C)ccn2)c(OC)c1	0.99	-3	-6	0.2	-2	-2	1	-4	1
43	Cc1ccc(NC(=O)C(C)OC(=O)CCC2CCCCC2)cc1 (stereo not given)	1.1	0	-12	1.8	0	-7	-6	-3	0.99
44	COC(C[C@@H](O)CC(=O)COCc1ccccc1)OC	1.1	-2	1	0.3	20	-2	-8	1	0.8
45	Cc1nn2c(-c3ccccc3)nnc2c2ccccc12	1.1	1	-1	0.2	-10	0	-5	0	1.1
46	O=C(CNC(=S)N(Cc1ccccc1)Cc1cccnc1)NC1CCCCC1	0.98	-2	-3	0.2	0	-1	2	-4	1
47	Cn1c(=O)oc2cc(S(=O)(=O)NCc3ccc(C(=O)O)cc3)ccc21	0.99	-1	-4	-0.2	5	-3	1	7	0.95
48	C1CCN(C2CCN(c3nc4nonc4nc3N3CCSCC3)CC2)C1	0.93	2	-10	0.0	13	-4	7	-3	0.87
49	COc1cc2c(cc1NCc1ccc3c(c1)OCO3)oc1ccccc12	0.98	0	0	1.0	10	-11	2	0	0.9
50	CC(C)CCN1CC(C(=O)NC(C)C)CC1=O (stereo not given)	1	-2	-7	0.9	3	1	-2	-4	0.97

# (further entries)
no.	canonical_smiles	mIAP act	MIN6 prolif	A3G deaminase	MPTP inh	hIAP block	NR3A LBD binder	mIAP inh	APOBEC3A inh	hIAP activ
51	CCOC(=O)CSc1nnc(CSc2nc3sc4c(c3c(=O)[nH]2)CCC4)n1C	0.99	1	0	1.1	18	3	0	3	0.82
52	CCCS(=O)(=O)N1CCCC(C(=O)NCc2ccco2)C1 (stereo not given)	0.96	2	7	-2.2	4	1	4	6	0.96
53	COc1ccc(-c2nc(SCC(=O)NC3CCCCC3)n[nH]2)cc1	1.1	0	-8	-0.8	-10	4	-10	-1	1.1
54	CCOC(=O)Nc1ccc2c(CN3CCN(S(=O)(=O)c4ccccc4)CC3)cc(=O)oc2c1	0.96	-3	0	1.7	-9	-6	4	6	1.1
55	O=C(NC1CCCC1)c1ccc2c(c1)N(Cc1ccccc1)CCS2	1.2	-4	-13	0.2	-7	-3	-16	-9	1.1
56	Cn1c(SCC(=O)c2ccc(F)cc2)nnc1-c1ccccc1N	0.95	-1	-1	-3.9	8	2	5	2	0.92
57	COC(=O)CCC(=O)Nc1ccc(N=Nc2ccccc2)cc1	1.1	-3	-11	-1.2	1	-14	-6	-5	0.99
58	Clc1ncnc2c1oc1ccccc12	1	-2	-4	-2.6	4	-2	-3	-4	0.96
59	Cc1cc(Cl)ccc1NC(=O)CCN1C(=O)C2CCCCC2C1=O (stereo not given)	1	5	-8	0.3	5	-1	-4	-6	0.95
60	COCc1cc([C@@H]2C[C@H]3CN(c4ccccc4)C(=O)[C@]34CCCN24)ccc1OC	1	-2	-3	0.6	-1	-1	-2	1	1
61	CCCNC(=O)CSc1nnc(-c2ccco2)n1C	1	-2	-5	0.4	3	5	-5	-1	0.97
62	CCOCCCNC(=O)C1CCN(c2cc(C)nc3c(-c4ccc(OC)c(OC)c4)c(C)nn23)CC1	1.1	-3	5	10	4	-1	-13	1	0.96
63	CCOc1ccccc1N1CCN(C(=O)CCNS(=O)(=O)c2ccccc2F)CC1	1	-6	6	-1.1	-20	41*	0	1	1.2
64	Cn1cnnc1SCC(=O)NCCC(c1ccccc1)c1ccccc1	1.1	-1	-5	-0.2	-11	-3	-9	-2	1.1
65	O=C1CC(N2CCN(C3CC(=O)N(CCc4ccccc4)C3=O)CC2)C(=O)N1CCc1ccccc1 (stereo not given)	1	-2	2	-1.7	-53	1	-3	3	1.5
66	CCOC(=O)C1(C/C(C)=N/NC(N)=O)CC(C)OC1=O (stereo not given)	1	0	-11	0.3	1	-3	-1	4	0.99

# Source: PubChem (Sanford-Burnham Center for Chemical Genomics)
